Mtb BioA inh: BioA (M. tuberculosis) enzyme inhibition; purified M. tuberculosis BioA enzyme, plate reader; 360,000 tested, 0.096% active; AID 602481; inhibition, % at 9.99 µM; in the data active = inhibition above about 40%
* marks the source's active call; other numbers are inactive results. This is a subset; count on the stated rates, not on these rows.

canonical_smiles	Mtb BioA inh
C[C@@H]1CN([C@H](C)CO)C(=O)c2cc(NC(=O)Nc3cccc4ccccc34)ccc2O[C@H]1CN(C)Cc1ccc2c(c1)OCO2	-1.4
C/C=C/c1cnc2c(c1)C(=O)N([C@H](C)CO)C[C@@H](C)[C@H](CN(C)C(=O)c1cccc(F)c1)O2	4.4
CO[C@H]1CN(C)C(=O)c2cc(NC(=O)Cc3ccccc3)ccc2OC[C@@H](C)N(C)C[C@H]1C	-1.4
O=C(C[C@H]1C[C@@H]2c3cc(NC(=O)C4CCC4)ccc3O[C@@H]2[C@@H](CO)O1)NCc1ccc2c(c1)OCO2	-0.7
C[C@H](O)C#Cc1ccc2c(c1)O[C@@H](CN(C)CC1CC1)[C@H](C)CN([C@@H](C)CO)S2(=O)=O	-0.8
COCC#Cc1ccc2c(c1)O[C@@H](CN(C)C(=O)C1CC1)[C@@H](C)CN([C@@H](C)CO)S2(=O)=O	-0.3
C[C@H](CO)N1C[C@H](C)[C@H](CN(C)C(=O)CN(C)C)Oc2ncc(-c3ccc(F)cc3)cc2C1=O	2.3
COc1ccc(CN(C)C[C@@H]2Oc3c(NC(=O)c4ccc(-c5nccs5)cc4)cccc3C(=O)N([C@@H](C)CO)C[C@H]2C)cc1	-1.9
Cc1noc(C)c1NC(=O)Nc1ccc2c(c1)C(=O)N([C@@H](C)CO)C[C@@H](C)[C@H](CN(C)C(=O)Nc1ccc(F)cc1)OCCCC[C@@H](C)O2	-0.1
C[C@H](NC(=O)C[C@@H]1CC[C@H]2[C@@H](COc3ccc(NC(=O)C4CCOCC4)cc3C(=O)N2C)O1)c1ccccc1	0.2
C[C@@H]1CN([C@@H](C)CO)C(=O)c2cccc(NC(=O)Nc3ccc(F)cc3)c2O[C@@H]1CN(C)C(=O)Nc1ccc(F)cc1	1.8
CC(C)C#Cc1cnc2c(c1)C(=O)N([C@@H](C)CO)C[C@H](C)[C@H](CN(C)C(=O)Nc1cccc(F)c1)O2	-0.6
COc1ccc(CN(C)C[C@H]2Oc3c(NC(=O)NC(C)C)cccc3C(=O)N([C@H](C)CO)C[C@H]2C)cc1	-0.5
C[C@@H]1CN([C@H](C)CO)S(=O)(=O)c2ccc(C3=CCCC3)cc2O[C@@H]1CN(C)C(=O)C1CCC1	0.6
Cc1noc(C)c1S(=O)(=O)Nc1ccc2c(c1)CC(=O)N([C@@H](C)CO)C[C@@H](C)[C@H](CN(C)Cc1ccccc1)O2	0.6

Going on with the list.
canonical_smiles	Mtb BioA inh
COCC#Cc1ccc2c(c1)O[C@@H](CN(C)S(=O)(=O)c1ccc(OC)cc1)[C@@H](C)CN([C@H](C)CO)S2(=O)=O	0.4
CN(C)CC(=O)Nc1ccc2c(c1)[C@@H]1C[C@H](CC(=O)NC3CCCCC3)O[C@@H](CO)[C@@H]1O2	-2.5
C[C@@H]1CN([C@H](C)CO)S(=O)(=O)c2ccc(-c3ccncc3)cc2O[C@@H]1CN(C)C(=O)C1CC1	0.1
CCCC(=O)Nc1ccc2c(c1)C(=O)N(C)C[C@@H](OC)[C@H](C)CN(C(=O)c1cnccn1)[C@H](C)CO2	0.0
C[C@H](CO)N1C[C@H](C)[C@H](CN(C)CC2CCCCC2)OCc2cn(nn2)CCCC1=O	1.3
O=C(C1CC1)N1C[C@H]2[C@@H](c3ccccc31)[C@@H](CO)N2C(=O)c1ccccc1F	0.2
Cc1noc(C)c1S(=O)(=O)N(C)C[C@@H]1OCCCC[C@H](C)Oc2ccc(NC(=O)C3CCCCC3)cc2C(=O)N([C@@H](C)CO)C[C@H]1C	-0.1
O=C(C[C@H]1C=C[C@@H](NC(=O)c2cnccn2)[C@@H](CO)O1)NCc1ccccc1F	-2.0
C/C=C/c1ccc2c(c1)O[C@H](CN(C)C(=O)c1cccc(F)c1)[C@@H](C)CN([C@@H](C)CO)S2(=O)=O	-0.1
CO[C@H]1CN(C)C(=O)c2ccc(NC(=O)C3CC3)cc2OC[C@@H](C)N(C(=O)C2CCCCC2)C[C@@H]1C	0.6
C[C@@H]1CN([C@@H](C)CO)C(=O)Cc2cc(NC(=O)Cc3cn(C)c4ccccc34)ccc2O[C@@H]1CN(C)S(=O)(=O)c1ccc(F)cc1	-0.9
C[C@@H]1CN([C@H](C)CO)S(=O)(=O)c2ccc(-c3cccc(C(=O)N(C)C)c3)cc2O[C@H]1CN(C)C(=O)Cc1ccccn1	-1.8
COc1ccc(S(=O)(=O)Nc2ccc3c(c2)C(=O)N([C@@H](C)CO)C[C@@H](C)[C@H](CN(C)C(=O)NC2CCCCC2)OCCCC[C@H](C)O3)cc1	-1.4
O=C(N[C@@H]1CC[C@H](CCNS(=O)(=O)c2ccc(Cl)cc2)O[C@@H]1CO)c1cccc(F)c1	5.1
C[C@H](CO)N1C[C@H](C)[C@@H](CN(C)C(=O)Nc2ccc3c(c2)OCO3)Oc2ccc(NS(=O)(=O)c3cn(C)cn3)cc2CC1=O	-2.3

(next part)
canonical_smiles	Mtb BioA inh
CC(C)NC(=O)N(C)C[C@H]1OCCCC[C@@H](C)Oc2ccc(NC(=O)Nc3ccc4c(c3)OCO4)cc2C(=O)N([C@H](C)CO)C[C@@H]1C	0.2
C[C@@H]1CN([C@@H](C)CO)C(=O)c2cccc(NC(=O)Nc3ccccc3)c2O[C@@H]1CN(C)Cc1ccc(C(F)(F)F)cc1	3.0
COCC(=O)N(C)C[C@@H]1Oc2ncc(C#CCC3CCCC3)cc2C(=O)N([C@H](C)CO)C[C@H]1C	2.5
C[C@@H]1CN([C@H](C)CO)C(=O)Cc2cc(NC(=O)C3CC3)ccc2O[C@H]1CN(C)S(=O)(=O)c1ccc(F)cc1	4.3
O=C(Cc1cccnc1)N1CCCCN2[C@H](CO)[C@@H](c3ccc(C#CC4CC4)cc3)[C@@H]2C1	4.1
COC(=O)C[C@@H]1CC[C@@H]2[C@H](COc3ccc(NC(=O)Nc4c(C)noc4C)cc3C(=O)N2C)O1	1.9
CC(C)NC(=O)N(C)C[C@H]1Oc2cc(C#C[C@H](C)O)ccc2S(=O)(=O)N([C@H](C)CO)C[C@@H]1C	-0.8
Cc1cc(C(=O)Nc2cccc3c2O[C@@H](CN(C)CC2CC2)[C@@H](C)CN([C@@H](C)CO)C3=O)n(C)n1	-0.8
CN1C(=O)c2cc(NS(=O)(=O)c3ccc(Cl)cc3)ccc2OC[C@@H]2O[C@@H](CC(=O)N3CCc4ccccc4C3)CC[C@H]21	-4.9
C[C@@H]1CCCCO[C@H](CN(C)C(=O)c2ccccc2)[C@@H](C)CN([C@@H](C)CO)C(=O)c2cc(NC(=O)Nc3ccc(C(F)(F)F)cc3)ccc2O1	-0.5
C[C@H](CO)N1C[C@H](C)[C@H](CN(C)CC2CC2)Oc2ccc(NC(=O)C3CCCCC3)cc2C1=O	-1.9
C[C@H](CO)N1C[C@H](C)[C@H](CN(C)CC2CCCCC2)Oc2c(NC(=O)NC3CCCCC3)cccc2C1=O	-3.5
Cc1ccc(S(=O)(=O)Nc2ccc3c(c2)C(=O)N([C@H](C)CO)C[C@H](C)[C@@H](CN(C)C(=O)Nc2c(C)noc2C)OCCCC[C@H](C)O3)cc1	1.1
C[C@@H]1CN([C@H](C)CO)C(=O)c2cccc(NC(=O)C3CC3)c2O[C@@H]1CN(C)C(=O)Nc1ccc2c(c1)OCO2	-1.9
C[C@@H]1CN([C@@H](C)CO)C(=O)c2cccc(NC(=O)C3CCCCC3)c2O[C@@H]1CN(C)Cc1ccc(Oc2ccccc2)cc1	-2.3

Another view of 4 compounds above:
CN1C(=O)c2cc(NS(=O)(=O)c3ccc(Cl)cc3)ccc2OC[C@@H]2O[C@@H](CC(=O)N3CCc4ccccc4C3)CC[C@H]21
  Mtb BioA inh: -4.9
C[C@@H]1CCCCO[C@H](CN(C)C(=O)c2ccccc2)[C@@H](C)CN([C@@H](C)CO)C(=O)c2cc(NC(=O)Nc3ccc(C(F)(F)F)cc3)ccc2O1
  Mtb BioA inh: -0.5
C[C@H](CO)N1C[C@H](C)[C@H](CN(C)CC2CC2)Oc2ccc(NC(=O)C3CCCCC3)cc2C1=O
  Mtb BioA inh: -1.9
C[C@H](CO)N1C[C@H](C)[C@H](CN(C)CC2CCCCC2)Oc2c(NC(=O)NC3CCCCC3)cccc2C1=O
  Mtb BioA inh: -3.5

(cont.)
canonical_smiles	Mtb BioA inh
CCCNC(=O)N(C)C[C@@H]1Oc2cc(C#CCN(C)C)ccc2S(=O)(=O)N([C@H](C)CO)C[C@@H]1C	0.9
C[C@@H](NC(=O)C[C@H]1C[C@@H]2c3cc(NC(=O)c4cccnc4)ccc3O[C@@H]2[C@H](CO)O1)c1ccccc1	4.8
C[C@H]1CN([C@@H](C)CO)C(=O)c2c(c3ccccc3n2C)-c2ccccc2CO[C@H]1CN(C)S(=O)(=O)c1ccc(Cl)cc1	-0.9
COCC(=O)Nc1ccc2c(c1)OC[C@@H](C)N(C(=O)c1cccnc1)C[C@H](C)[C@H](OC)CN(C)C2=O	-0.8
CCS(=O)(=O)Nc1ccc2c(c1)C(=O)N(C)[C@H]1CC[C@@H](CC(=O)NC)O[C@@H]1CO2	-4.0
C[C@@H]1CN([C@@H](C)CO)C(=O)c2cccc(NC(=O)c3cnccn3)c2O[C@H]1CN(C)S(C)(=O)=O	-2.9
CO[C@H]1CN(C)C(=O)c2cc(NC(=O)Nc3ccc(Cl)cc3)ccc2OC[C@H](C)N(C)C[C@@H]1C	0.3
C[C@H](CO)N1C[C@H](C)[C@@H](CN(C)C(=O)Nc2ccc(F)cc2)Oc2c(NC(=O)C3CCOCC3)cccc2C1=O	-0.1
O=C(Cc1ccccn1)NCC[C@H]1CC[C@H](NS(=O)(=O)c2ccc(F)cc2)[C@@H](CO)O1	-1.7
CC=Cc1ccc2n(c1=O)C[C@H]1[C@H](CO)[C@@H](C(=O)NCc3ccc(F)cc3)[C@@H]2N1S(C)(=O)=O (mixture of isomers)	-2.8
Cc1cc(C(=O)Nc2cccc3c2O[C@@H](CN(C)Cc2ccc(C(=O)Nc4ccccc4N)cc2)[C@H](C)CN([C@@H](C)CO)C3=O)n(C)n1	0.1
C[C@@H]1CN([C@H](C)CO)C(=O)Cc2cc(NC(=O)Cc3cn(C)c4ccccc34)ccc2O[C@@H]1CN(C)Cc1ccccc1	-0.8
C[C@H]1CN([C@@H](C)CO)S(=O)(=O)c2ccc(C3=CCCC3)cc2O[C@H]1CN(C)Cc1ccccn1	-2.9
C[C@@H]1CN([C@@H](C)CO)C(=O)c2cc(/C=C/c3ccccc3)cnc2O[C@@H]1CN(C)Cc1ccccc1	-1.5
C[C@@H]1CN([C@H](C)CO)C(=O)Cc2cc(NC(=O)Nc3ccc(F)cc3)ccc2O[C@H]1CN(C)C(=O)Nc1cccc2ccccc12	3.1

Other entries
canonical_smiles	Mtb BioA inh
C[C@H]1CN([C@@H](C)CO)C(=O)c2cc(C#Cc3ccc(F)cc3)cnc2O[C@@H]1CN(C)C(=O)c1ccccc1F	-0.7
CC(C)NC(=O)N(C)C[C@H]1Oc2ccc(NC(=O)Nc3cccc4ccccc34)cc2CC(=O)N([C@H](C)CO)C[C@H]1C	1.7
C[C@H](CO)N1C[C@H](C)[C@H](CN(C)C(=O)Nc2ccccc2C(F)(F)F)OCc2cnnn2CCCC1=O	-0.4
CO[C@H]1CN(C)C(=O)c2cc(NC(C)=O)ccc2OC[C@@H](C)N(C(=O)Cc2ccccn2)C[C@H]1C	-1.0
C[C@H]1CCCCO[C@H](CN(C)CC2CCCCC2)[C@@H](C)CN([C@@H](C)CO)C(=O)c2cc(NC(=O)Nc3ccccc3)ccc2O1	1.1
CO[C@H]1CN(C)C(=O)c2cc(NC(=O)NC(C)C)ccc2OC[C@@H](C)N(CCC(F)(F)F)C[C@H]1C	1.6
CN(C)CCCNC(=O)[C@H]1[C@H](CO)[C@H]2Cn3c(ccc(-c4ccc(F)cc4)c3=O)[C@@H]1N2C	-1.3
COc1ccccc1NC(=O)N[C@H]1CC[C@H](CCNS(=O)(=O)c2ccc(Cl)cc2)O[C@@H]1CO	2.5
Cc1ccc(S(=O)(=O)Nc2ccc3c(c2)C(=O)N([C@@H](C)CO)C[C@@H](C)[C@H](CN(C)C)OCCCC[C@@H](C)O3)cc1	-0.1
Cc1ccc(S(=O)(=O)Nc2ccc3c(c2)C(=O)N([C@@H](C)CO)C[C@H](C)[C@H](CN(C)C(=O)Nc2ccc(C(F)(F)F)cc2)O3)cc1	-1.4
C[C@H](CO)N1C[C@H](C)[C@@H](CN(C)Cc2ccncc2)Oc2cc(-c3ccncc3)ccc2S1(=O)=O	2.0
CCCNC(=O)N1[C@H](C#N)[C@H](c2ccc(-c3cccnc3)cc2)[C@@H]1CO	0.0
C[C@@H](NC(=O)C[C@H]1C[C@@H]2c3cc(NC(=O)c4ccc5c(c4)OCO5)ccc3O[C@@H]2[C@H](CO)O1)c1ccccc1	2.4
CO[C@H]1CN(C)C(=O)c2cc(NC(=O)c3ccno3)ccc2OC[C@@H](C)N(S(C)(=O)=O)C[C@H]1C	8.0
CC(C)NC(=O)N(C)C[C@@H]1Oc2ccc(NC(=O)Cc3ccccc3)cc2CC(=O)N([C@@H](C)CO)C[C@H]1C	0.9
CCC(=O)N1C[C@@H](C)[C@H](OC)CN(C)C(=O)c2ccc(NC(=O)Nc3ccc(Cl)cc3)cc2OC[C@@H]1C	1.3
COCC(=O)N1CCCCN2[C@H](CO)[C@@H](c3ccc(-c4ccc(OC)cc4)cc3)[C@H]2C1	2.7
CNC[C@H]1Oc2c(NC(=O)Nc3ccccc3)cccc2C(=O)N([C@@H](C)CO)C[C@@H]1C	-1.3

Two entries picked at random from those above, as already listed:
canonical_smiles	Mtb BioA inh
CC(C)NC(=O)N(C)C[C@@H]1Oc2ccc(NC(=O)Cc3ccccc3)cc2CC(=O)N([C@@H](C)CO)C[C@H]1C	0.9
Cc1ccc(S(=O)(=O)Nc2ccc3c(c2)C(=O)N([C@@H](C)CO)C[C@H](C)[C@H](CN(C)C(=O)Nc2ccc(C(F)(F)F)cc2)O3)cc1	-1.4
